Nrf2 activator: qHTS of Nrf2 Activators; Potency, µM (doses to about 46.1 µM), for inactives: at the highest dose activation, usual class: activators; 410,000 compounds, 0.31% hits; AREc32 ARE-luciferase reporter (MCF7-derived line), luminescence, 24 h; note: potency is the fitted concentration of half-maximal effect; % of control where 0% means no effect; nearly all actives have a fitted effect of over 65% in size
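AREc32 cells carrying an ARE-driven firefly luciferase, 1000 cells/well in OPTI-MEM with 5% FBS, dosed after overnight attachment and incubated 24 hr at 37 deg C. Steady-Glo luminescence read after 30 min at RT.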
EPAC2 agonist: qHTS for Agonist of cAMP-regulated guanine nucleotide exchange factor 4 (EPAC2): primary screen; 360,000 compounds, 0.079% hits; Rap guanine nucleotide exchange factor 4 (Homo sapiens), Q8WZA2; Potency, µM (series often up to 154 µM), for the others: at the highest dose activation, most hits filed as activators; EPAC2 activation, biochemical qHTS; response scale: 100% = 6.5 mM cAMP response; note: potency is the fitted concentration of half-maximal effect; nearly all actives have a fitted effect of over 50% in size
Target sequence (Q8WZA2 whole entry, looked up): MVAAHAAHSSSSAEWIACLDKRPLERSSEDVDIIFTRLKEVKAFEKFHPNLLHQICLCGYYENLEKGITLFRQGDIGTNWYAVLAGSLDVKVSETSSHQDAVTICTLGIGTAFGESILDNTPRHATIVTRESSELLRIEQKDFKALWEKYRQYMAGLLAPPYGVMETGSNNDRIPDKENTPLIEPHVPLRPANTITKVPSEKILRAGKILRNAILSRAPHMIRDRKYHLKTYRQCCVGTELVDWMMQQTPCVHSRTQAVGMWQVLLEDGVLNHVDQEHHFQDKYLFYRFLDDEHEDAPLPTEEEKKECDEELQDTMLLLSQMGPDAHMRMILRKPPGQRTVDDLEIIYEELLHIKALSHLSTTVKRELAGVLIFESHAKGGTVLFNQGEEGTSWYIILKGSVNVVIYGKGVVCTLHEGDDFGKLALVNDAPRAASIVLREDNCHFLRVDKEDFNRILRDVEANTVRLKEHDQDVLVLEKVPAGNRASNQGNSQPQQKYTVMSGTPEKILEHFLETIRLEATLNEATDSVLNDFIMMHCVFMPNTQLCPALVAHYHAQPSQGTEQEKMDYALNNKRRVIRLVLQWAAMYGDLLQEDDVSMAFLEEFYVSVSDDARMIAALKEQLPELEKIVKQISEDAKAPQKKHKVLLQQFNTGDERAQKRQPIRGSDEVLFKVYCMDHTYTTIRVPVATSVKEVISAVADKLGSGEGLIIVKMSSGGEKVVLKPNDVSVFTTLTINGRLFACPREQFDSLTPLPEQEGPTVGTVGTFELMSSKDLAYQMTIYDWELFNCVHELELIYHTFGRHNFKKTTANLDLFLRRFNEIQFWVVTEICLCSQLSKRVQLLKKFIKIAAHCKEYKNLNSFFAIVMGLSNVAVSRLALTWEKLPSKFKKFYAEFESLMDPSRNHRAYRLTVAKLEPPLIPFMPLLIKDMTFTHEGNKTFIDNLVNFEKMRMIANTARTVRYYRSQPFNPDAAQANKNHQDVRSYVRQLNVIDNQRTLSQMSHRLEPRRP
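qHTS, titration series. 100 nM EPAC2 / 250 nM Rap1B-BODIPY-GDP / 50 uM GDP; RT; ex 480/em 540 nm, 5-min reads to 30 min. Norm. to 6.5 mM cAMP = activation.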
HepG2 tox: qHTS for Inhibitors of TGF-b: Cytotox Counterscreen. HepG2 CAGA-GFP viability, ATP luminescence, 18 h. Potency, µM (series often up to 46.1 µM), for the others: at the highest dose activity change, negative = cytotoxicity, hits mostly cytotoxic. 410,000 compounds, 0.76% hits. AID 588856, 2011; note: potency is the fitted concentration of half-maximal effect; some results filed as inactive show a strong effect at the top dose
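HepG2 CAGA-GFP cells (1000/well, DMEM with 1% FBS) received compound, then TGF-beta at 500 pg/mL final, and were incubated 18 hours at 37 degrees C. Viability was read by CellTiter-Glo luminescence. Media-only wells were set as complete cell-killing and DMSO as no toxicity.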
Nrf2 block: Nrf2 qHTS screen for inhibitors; A549 ARE-Fluc reporter, luciferase luminescence, 18-24 h; 360,000 compounds, 2.1% hits; Potency, µM (series often up to 46 µM), inactives show at the highest dose activity change, negative = inhibition, hits mostly inhibitors; note: potency is the fitted concentration of half-maximal effect; % is set by controls: 0 for no effect and ±100 for the full control effect; nearly all actives have a fitted effect of over 60% in size
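A549 ARE_Fluc cells, 5000/well, 5% FBS OPTI-MEM; compounds in dose-response, 18-24 h at 37 °C/5% CO2; CellTiter-Fluor viability read (Ex 405/Em 525), then BugLite luciferase luminescence = Nrf2 activity.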
ATXN2 expr inh: Primary qHTS for Inhibitors of ATXN expression; HEK-293 ATXN2-luciferase reporter, luminescence, 24 h; Potency, µM (top dose mostly 57 µM), for the others: at the highest dose activity change, negative = inhibition, usual class: inhibitors; 360,000 compounds, 0.72% hits; note: potency is the fitted concentration of half-maximal effect; % is set by controls: 0 for no effect and ±100 for the full control effect; nearly all actives have a fitted effect of over 55% in size
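ATXN2-luciferase reporter cells (luciferase flanked by upstream and downstream ATXN2 gene portions) were treated 24 h at 37 °C with compounds at up to 57 uM. SteadyGlo luminescence gave expression; GF-AFC fluorescence gave viability.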
ATXN viability: Viability Counterscreen for Primary qHTS for Inhibitors of ATXN expression; S2 cells (HEK-293 line with an ATXN2-luciferase reporter) viability, CellTiter-Fluor protease fluorescence, 24 h; Potency, µM (highest dose often 56.7 µM), most hits filed as cytotoxic; 400,000 compounds, 0.49% hits; note: potency is the fitted concentration of half-maximal effect; nearly all actives have a fitted effect of over 40% in size
A549 tox: Nrf2 qHTS screen for inhibitors: counterscreen for cytotoxicity. A549 ARE-Fluc cells, CellTiter-Fluor viability, 18-24 h. Potency, µM (series often up to 46 µM), without a hit: top-dose activity change, negative = cytotoxicity, usual class: inhibitors. 390,000 compounds, 0.16% hits. AID 504648, 2011; note: potency is the fitted concentration of half-maximal effect; % is set by controls: 0 for no effect and ±100 for the full control effect
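A549 ARE-Fluc cells in 5% FBS OPTI-MEM, 5000 cells/well, rested 2 h then exposed to compounds in concentration-response for 18-24 h at 37 °C. Viability by CellTiter-Fluor fluorescence (Ex 405/Em 525) after 30 min; luciferase luminescence (BugLite, 15 min, RT) read afterwards.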
IL-2 act: qHTS of IL-2 Activators; IL-2 activation reporter assay, cell-based qHTS; stimulated with anti-CD3/CD4/CD28 beads; in transgenic mouse T cells; activation, % (series mostly up to about 46 µM); 360,000 compounds, 0.065% hits; AID 652025, 2013; in the data active = activation above about 50%; inconclusive = mostly about 30% to 49%; note: 0% is about no effect
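Unstimulated transgenic mouse T cells; 60-min compound exposure; bead-based TCR/CD4/CD28 stimulation; 18 h culture, 37 degrees C; dual fluorescence (EGFP, DsRed) plate cytometry.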
TGFb inhibitor: qHTS for Inhibitors of TGF-b. HepG2 CAGA-GFP TGF-b/SMAD3 reporter, GFP fluorescence, 18 h; TGF-beta stimulated, 500 pg/mL final. Potency, µM (highest dose often 46.1 µM), without a hit: at the highest dose activity, negative = inhibition, most hits filed as inhibitors. 410,000 compounds, 1.2% hits; note: potency is the fitted concentration of half-maximal effect; % is set by controls: 0 for no effect and ±100 for the full control effect; nearly all actives have a fitted effect of over 65% in size
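Inhibition was scored as loss of TGF-beta-induced (500 pg/mL final, 18 hours, 37 degrees C) GFP in HEPG2 cells carrying a CAGA-GFP reporter, in DMEM with 1% FBS. Well GFP was summed per cell; Activity was normalised to unstimulated and stimulated DMSO wells, then concentration-response fitting.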
The depositor's hits bear a star; i = inactive; ? = inconclusive; . = no result given; [ ] = dose if it differs, or a comment. Unless noted, calls come from the whole dose curve; as a rule, active = well fitted curve in the direction sought with a large enough effect; inconclusive = small, poorly fitted or top-dose-only effect, or another doubt; inactive = no such curve, though single readings can be large; an effect the other way counts as inactive or inconclusive.

Values run as follows: Nrf2 activator	EPAC2 agonist	HepG2 tox	Nrf2 block	ATXN2 expr inh	ATXN viability	A549 tox	IL-2 act	TGFb inhibitor
- CCn1c(C(=O)NCc2cccnc2)cc2sc(Cl)cc21
    0.2%	3.1%	-34.1%	.	-16.6%	i	4.8%	-3.3	-19.4%
- CC(=O)Nc1cccc(-c2cc(NC(C)=O)c3ncc(-c4ccccc4)n3c2)c1
    5.3%	10.8%	-14.7%	.	?	i	.	-0.3	?
- Cc1csc(=O)n1CC(=O)OCC(=O)NCc1ccccc1
    0.3%	-3.1%	-25.1%	2.4%	1.5%	i	2.5%	0.7	15.5%
- Cc1ccc(NS(=O)(=O)c2ccc(C(=O)OCC(=O)N3CCCCC3)cc2)cc1
    -0.9%	4.2%	0.9%	16.3%	0.4%	i	-4.7%	1.3	-9.1%
- COc1ccc(N2CCN(CC(O)COC(c3ccc(F)cc3)c3ccc(F)cc3)CC2)cc1 (stereo not given)
    7.8%	10.6%	-44.5%	-6.6%	.	?	-9.5%	0.8	?
- CN(Cc1ccc(-n2cccn2)cc1)Cc1nc(-c2cnccn2)no1
    -0.2%	-1.4%	-8.3%	3.9%	5.5%	?	0.9%	-1.9	4.1%
- COc1ccc(OC)c(S(=O)(=O)NCCOC23CC4CC(CC(C4)C2)C3)c1
    3.9%	4.0%	-12.6%	?	-21.2%	i	0.5%	-0.6	-6.3%
- O=C(NCC1CCN(Cc2ccc(F)cc2)CC1)Nc1cc(F)ccc1F
    1.1%	13.4%	-22.7%	-2.5%	.	i	-0.8%	-0.3	-4.8%
- COc1ccc(N(CC(=O)Nc2cccc3ccccc23)S(C)(=O)=O)c(OC)c1
    13.6%	3.5%	3.6%	7.6%	-14.0%	i	1.9%	0.3	3.8%
- COc1ccc(-n2c(-c3ccc(C)cc3)cc3c2CC(C)(C)CC3=O)c(OC)c1
    0.3%	.	-100.1%	?	-19.5%	?	?	.	?
- COc1cc(OC)cc(C(=O)NC(=S)NNC(=O)c2cnccn2)c1
    -0.2%	-0.8%	1.1%	?	?	?	-16.2%	0.2	-2.9%
- CN1CCN(S(=O)(=O)c2ccc(C(=O)Nc3ccccc3)cc2)CC1
    -0.5%	1.2%	-1.6%	9.2%	20.3%	?	1.9%	2.1	?
- O=C(O)c1ccc(CSc2nnc(-c3ccncc3)n2CC2CCCO2)cc1 (stereo not given)
    0.5%	1.6%	1.8%	23.4%	-5.0%	i	8.6%	-0.9	8.1%
- CCOCCCNC(=O)c1ccc(OC)cc1
    -0.5%	4.5%	5.3%	18.2%	11.6%	i	1.2%	-2.6	37.9%
- COCCCn1c(SCC(=O)NC2CCCC2)nnc1-c1ccncc1
    -0.3%	9.8%	11.7%	-11.3%	-4.6%	i	2.4%	-0.7	28.5%
- Cc1c(NC(=O)C2CC(c3ccc(F)cc3)=NO2)c(=O)n(-c2ccccc2)n1C (stereo not given)
    -0.6%	6.6%	1.6%	-2.6%	2.0%	i	-2.4%	0.9	-20.6%
- O=C(CNC(=O)c1ccc(Br)o1)NNC(=O)c1ccccc1O
    -0.1%	5.2%	-6.2%	?	6.4%	i	-1.0%	1.0	4.9%
- Cc1noc(C)c1C(=O)OCC(=O)C12CC3CC(CC(C3)C1)C2
    -0.6%	-8.6%	5.2%	2.7%	23.2%[11.3 µM]	i	-1.5%	-4.4	-0.7%
- COc1cc(Cl)c(C)cc1NS(=O)(=O)c1c(C)nc2sccn2c1=O
    0.2%	.	-12.9%	-12.3%	.	.	-0.4%	.	-0.3%
- c1ccc(CCN2CN=C(Nc3nc4ccccc4s3)NC2)cc1
    5.5%	8.8%	-32.8%	14.1%	.	i	-0.7%	1.5	?
- Cc1cn(CC(C)C)c(=O)n(-c2ccccc2)c1=O
    -0.3%	5.6%	-0.9%	-3.1%	1.6%	i	10.6%	-0.3	0.0%
- O=C(c1cc2nc(-c3cccs3)cc(C(F)(F)Cl)n2n1)N1CCCc2ccccc21
    2.4%	5.4%	2.3%	0.2%	6.9%	i	10.1%	-1.8	-0.4%
- O=C1N/C(=C/c2ccc(Br)cc2)C(O)=C1C=NCc1ccccc1
    2.8%	-2.6%	-13.5%	5.9%	-30.4%	i	-6.3%	-0.3	4.4%
- Cc1ccc(Oc2nc3ccccc3n3c(C)nnc23)cc1
    -0.7%	3.6%	-0.7%	?	-3.3%	?	16.1%	1.2	-23.3%

An excerpt of these results, with tabs:
canonical_smiles	Nrf2 activator	EPAC2 agonist	HepG2 tox	Nrf2 block	ATXN2 expr inh	ATXN viability	A549 tox	IL-2 act	TGFb inhibitor
CCn1c(C(=O)NCc2cccnc2)cc2sc(Cl)cc21	0.2%	3.1%	-34.1%	.	-16.6%	i	4.8%	-3.3	-19.4%
CC(=O)Nc1cccc(-c2cc(NC(C)=O)c3ncc(-c4ccccc4)n3c2)c1	5.3%	10.8%	-14.7%	.	?	i	.	-0.3	?
Cc1csc(=O)n1CC(=O)OCC(=O)NCc1ccccc1	0.3%	-3.1%	-25.1%	2.4%	1.5%	i	2.5%	0.7	15.5%
Cc1ccc(NS(=O)(=O)c2ccc(C(=O)OCC(=O)N3CCCCC3)cc2)cc1	-0.9%	4.2%	0.9%	16.3%	0.4%	i	-4.7%	1.3	-9.1%
COc1ccc(N2CCN(CC(O)COC(c3ccc(F)cc3)c3ccc(F)cc3)CC2)cc1 (stereo not given)	7.8%	10.6%	-44.5%	-6.6%	.	?	-9.5%	0.8	?
CN(Cc1ccc(-n2cccn2)cc1)Cc1nc(-c2cnccn2)no1	-0.2%	-1.4%	-8.3%	3.9%	5.5%	?	0.9%	-1.9	4.1%
COc1ccc(OC)c(S(=O)(=O)NCCOC23CC4CC(CC(C4)C2)C3)c1	3.9%	4.0%	-12.6%	?	-21.2%	i	0.5%	-0.6	-6.3%
O=C(NCC1CCN(Cc2ccc(F)cc2)CC1)Nc1cc(F)ccc1F	1.1%	13.4%	-22.7%	-2.5%	.	i	-0.8%	-0.3	-4.8%
COc1ccc(N(CC(=O)Nc2cccc3ccccc23)S(C)(=O)=O)c(OC)c1	13.6%	3.5%	3.6%	7.6%	-14.0%	i	1.9%	0.3	3.8%
COc1ccc(-n2c(-c3ccc(C)cc3)cc3c2CC(C)(C)CC3=O)c(OC)c1	0.3%	.	-100.1%	?	-19.5%	?	?	.	?
COc1cc(OC)cc(C(=O)NC(=S)NNC(=O)c2cnccn2)c1	-0.2%	-0.8%	1.1%	?	?	?	-16.2%	0.2	-2.9%
CN1CCN(S(=O)(=O)c2ccc(C(=O)Nc3ccccc3)cc2)CC1	-0.5%	1.2%	-1.6%	9.2%	20.3%	?	1.9%	2.1	?

Three compounds out of the list above, sorted by the number in EPAC2 agonist, falling.
molecule | Nrf2 activator | EPAC2 agonist | IL-2 act
O=C(c1cc2nc(-c3cccs3)cc(C(F)(F)Cl)n2n1)N1CCCc2ccccc21 | 2.4% | 5.4% | -1.8
O=C(CNC(=O)c1ccc(Br)o1)NNC(=O)c1ccccc1O | -0.1% | 5.2% | 1.0
Cc1noc(C)c1C(=O)OCC(=O)C12CC3CC(CC(C3)C1)C2 | -0.6% | -8.6% | -4.4
